NCOA3 inh: SRC3 coactivator transcriptional activity inhibitors, primary screen, cell-based, luminescence | Nuclear receptor coactivator 3 (Homo sapiens), Q9Y6Q9 | HEK293 GAL4-SRC3 luciferase reporter | inhibition, % at 3.6 µM | 360,000 compounds, 0.17% hits | AID 588352, 2011;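 active means inhibition above a per-campaign cutoff, the mean of all compounds plus 3 SD, cut at about 60% in these data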;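 further: 0% = DMSO-treated cells and 100% = gossypol-treated cells at 36 µM; higher means less SRC3-driven luciferase light from the GAL4 reporter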
NR5A2 inv ag: LRH-1 (NR5A2) inverse agonists, primary screen, cell-based, luminescence, HEK293T, StAR-luciferase reporter. LRH-1 transfected, 24 h. inhibition, % at 3.6 µM. 360,000 compounds, 0.13% hits;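 active means inhibition above the mean inhibition of all tested compounds plus 3 SD, cut at about 73% in these data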;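 further: 0% = DMSO wells and 100% = reporter-only cells lacking LRH-1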
EBV LMP1 NFkB: EBV LMP1-driven NF-kappaB luciferase reporter inhibitors, primary screen, cell-based, luminescence, single point | inhibition, % at 12.5 µM | AID 504558, 2011 | 350,000 compounds, 0.69% hits | LMP1-induced NF-kappaB luciferase reporter cells; in the data active means inhibition above about 41%;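 further: 0% = neutral control wells and 100% = reference inhibitor control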
NCOA2 inhibitor: inhibition of GAL4-SRC2 driven luciferase reporter, primary screen, SRC2 inhibitor project, cell-based, luminescence | Nuclear receptor coactivator 2 (Homo sapiens), Q15596 | 370,000 compounds, 0.17% hits | AID 651957, 2012 | inhibition, % at 9 µM | HEK293 GAL4-SRC2 luciferase reporter;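 active means inhibition above the mean inhibition of all tested compounds plus 3 SD, set per campaign, cut at about 52% in these data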;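 further: 0% = DMSO treated cells and 100% = cells given Gossypol at 36 µM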
TRAIL sens C8: viability loss with TRAIL in NB7+C8 cells, primary screen, TRAIL sensitizer project, cell-based, ATPlite luminescence; AID 624354, 2012; 360,000 compounds, 1% hits; inhibition (viability loss, TRAIL sensitization), % at 10 µM;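 active means compounds causing at least 50% loss of cell viability in the single-dose screen, relative to plate controls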
TWEAK Fn14 block: inhibitors of TWEAK-Fn14 signaling, primary screen, luciferase reporter cells, uHTS | TWEAK-stimulated Fn14 reporter cells, luciferase luminescence, 8 h | inhibition, % at 10 µM | 360,000 compounds, 2% hits | AID 1159606, 2016; in the data active means inhibition above about 50%
SRC1 inh: SRC1 coactivator transcriptional activity inhibitors, primary screen, cell-based, luminescence; Nuclear receptor coactivator 1 (Homo sapiens), Q15788; HEK293 GAL4-SRC1 luciferase reporter; inhibition, % at 3.6 µM; 360,000 compounds, 0.12% hits; AID 588354, 2011;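 active means inhibition above the campaign mean plus 3 SD, with each screening campaign given its own cutoff, cut at about 60% in these data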;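 further: 0% = DMSO treated cells and 100% = gossypol at 36 µM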
KKLEB tox: cytotoxicity in KKLEB CF airway cells, primary screen, cytotoxicity control for CF NF-kB inhibitor project, cell-based, uHTS, fluorescence assay plates | KKLEB CF airway cells viability, ATPlite luminescence, overnight; hits give low values; cells stimulated with P. aeruginosa culture filtrate | activity change (cytotoxicity), % at 5 µM | 360,000 compounds, 0.36% hits | AID 602141, 2011;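 active means corrected activity change at or below -50% at 5 µM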
NR2F2 inh: NR2F2 transcriptional activity inhibitors, primary screen, cell-based, luciferase reporter, HEK293T, luminescence; AID 686940, 2013; HEK293T NGFI-A luciferase reporter; inhibition, % at 8.6 µM; COUP transcription factor 2 (Homo sapiens), P24468; 370,000 compounds, 0.7% hits;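 active means inhibition above a per-plate cutoff, mean inhibition of test wells between control levels plus 3 SD, cut at about 38% in these data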;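 further: cells cotransfected with COUP-TFII expression vector driving the NGFI-A reporter; 0% = median of COUP-TF2 test wells and 100% = reporter-only cells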
CF NFkB block: inhibitors of PAF-induced NF-kB signaling, primary screen, cell-based, GFP fluorescence, uHTS; KKLEB NF-kB-GFP reporter, GFP fluorescence overnight; inhibition, % at 5 µM; 360,000 compounds, 0.86% hits;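 active means at least 50% inhibition at 5 µM, scaled per plate between neutral and stimulator controls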;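 further: PAF is a Pseudomonas aeruginosa culture filtrate used as stimulus; plate controls were PAF-stimulated DMSO wells for no effect and unstimulated DMSO wells for full effect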
TROY NFkB inh: inhibitors of TROY-driven NF-kB signaling, primary screen, Q293 LMP1-TROYcd cells, NF-kB luciferase, uHTS; Q293 LMP1-TROYcd NF-kB luciferase reporter, 4 h; 360,000 compounds, 0.98% hits; inhibition, % at 10 µM;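 active means compounds whose plate-normalised and pattern-corrected inhibition of the luciferase reporter signal at the single screening dose is 50% or more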
Numbers without * were called inactive; / = not tested or not shown.

SMILES | NCOA3 inh | NR5A2 inv ag | EBV LMP1 NFkB | NCOA2 inhibitor | TRAIL sens C8 | TWEAK Fn14 block | SRC1 inh | KKLEB tox | NR2F2 inh | CF NFkB block | TROY NFkB inh
O=C(c1cc(-c2cccc(Cl)c2)on1)N1CCc2ccccc2C1 | 26 | 18 | -4 | -5 | 1 | -13 | -9 | 5 | -1 | -12 | -11
Cc1cc(-c2nnnn2-c2ccc(F)cc2)no1 | 2 | 4 | 9 | -23 | 6 | 2 | -7 | 6 | 18 | -18 | -29
Cc1ccc(S(=O)(=O)N2CC(O)CC2C(=O)OCC(=O)c2ccccc2Cl)cc1C (configuration not stated) | 8 | -9 | -6 | -14 | 9 | -15 | 0 | 2 | 4 | -8 | -45
O=S(=O)(c1ccccc1)N1CCC2(CC1)CO2 | -1 | -1 | 8 | -12 | -1 | -11 | -5 | 6 | -8 | -2 | 0
CC(CCc1ccccc1)NC(=O)c1ccc(Cl)nc1 (configuration not stated) | 7 | -8 | -13 | 7 | 14 | 0 | 0 | 0 | -2 | -5 | 16
CN(CCCNC(=O)CN1C(=O)CC(C)(C)S(=O)(=O)c2ccccc21)C1CCCCC1 | 7 | -20 | -5 | -19 | -6 | -2 | -3 | 1 | 15 | -4 | -25
CCOC(=O)[C@]12CCC=C1N(Cc1ccccc1)C(=O)[C@H](CC(=O)N1CCN(C(=O)c3ccco3)CC1)C2 | / | 11 | / | -12 | -6 | 12 | / | / | -34 | / | -13
Cc1occc1-c1nnc(SCC(=O)NCc2ccc3c(c2)OCO3)n1CC(C)C | 10 | 8 | 6 | -4 | 2 | 2 | -10 | 5 | -5 | 1 | -4
CCCNC(=O)C1(C)CCCN(C(=O)c2ccc3ccccc3c2)C1 (configuration not stated) | 0 | -9 | / | -6 | 0 | 7 | -7 | -1 | 4 | 13 | 6
COc1cccc(-c2nn(C)c3sc(C(=O)NCc4ccc5c(c4)OCO5)cc23)c1 | 1 | 1 | 0 | 4 | -22 | 35 | -9 | -12 | -12 | -11 | 3
O=C(COC(=O)c1c2c(nc3ccccc13)/C(=C/c1ccco1)CC2)NC1CCCC1 | -11 | 5 | -16 | -8 | 0 | 19 | -13 | -9 | 10 | -3 | -2
COc1ccc(OC)c(NC(=O)COC(=O)Cc2ccsc2)c1 | 16 | 14 | 9 | 22 | -4 | -10 | 12 | 13 | 15 | -10 | 0
Cn1c(SCC(=O)N2CCCCC2)nc2c(c1=O)SCC2 | -22 | 5 | 5 | 6 | 2 | -12 | -101 | 15 | 4 | 0 | -21
O=C(/C=C/c1ccco1)N(Cc1ccccc1F)C1CCS(=O)(=O)C1 (configuration not stated) | 1 | 21 | -2 | -13 | 15 | -7 | 9 | -4 | 4 | 17 | 0
Clc1ccccc1Nc1nnc(-c2ccncc2)s1 | -24 | -71 | 36 | -26 | 60* | 89* | -86 | -27 | -18 | 28 | 60*
CCCCCCC1/C(=N/O)CCC1C(=O)OC (configuration not stated) | -1 | 0 | -4 | -5 | -8 | 5 | 7 | -9 | 4 | 4 | 9
COc1cc(-c2nc(-c3ccccc3)c(-c3ccc(F)cc3)[nH]2)cc2c1OCO2 | 6 | 11 | 7 | 16 | -4 | -3 | -4 | -11 | -7 | -3 | -7
COC(=O)CCC(=O)N1CCCC(CO)(Cc2ccccc2C)C1 (configuration not stated) | 9 | -2 | 2 | 2 | -10 | -3 | -6 | -11 | 1 | 9 | -11
CN(CC1COc2ccccc2O1)C(=O)CSc1ncccn1 (configuration not stated) | -20 | -16 | -16 | 0 | -11 | -19 | -15 | 6 | -15 | -19 | -38
COc1cccc(NC(=O)CN2CCN(CC(=O)Nc3ccc(F)cc3)CC2)c1 | 14 | 10 | 1 | 5 | 15 | 4 | -17 | -12 | 21 | 4 | 16
Cc1ccc(C)c(NC(=S)N2CCCCCC2)c1 | 17 | -8 | -6 | -3 | -13 | 8 | 0 | -8 | 6 | 5 | -5
O=C(Nc1ccccc1)Nc1nnc(CSCc2ccccc2Cl)s1 | 10 | 6 | 4 | 8 | -2 | 35 | -10 | 2 | 8 | 13 | 49
CCOC(=O)Cc1csc(NC(=O)CN2CCN(CC)CC2)n1 | 4 | 17 | 3 | -20 | -20 | 3 | 19 | 6 | 6 | -3 | 33
CC(=O)Nc1ccc(NC(=O)C(C)OC(=O)c2ccc(S(=O)(=O)N3CCCCCC3)cc2)cc1 (configuration not stated) | -12 | -2 | 0 | 26 | 17 | -54 | 6 | -5 | -1 | -23 | -5
Cc1cc(NS(=O)(=O)c2ccc(N3C(=O)C4C5C=CC(C5)C4C3=O)cc2)nc(C)n1 (configuration not stated) | 9 | 2 | -6 | 30 | 1 | -6 | -12 | 14 | -15 | 0 | 8
CCOc1cc(Cl)c(S(=O)(=O)NCc2ccccn2)cc1Cl | 13 | 5 | 4 | 5 | -40 | -4 | 5 | 4 | 2 | 8 | 13
CC1(C)Cc2ccccc2C(N/N=C/c2cccc(F)c2)=N1 | 0 | 21 | -24 | -9 | -10 | 1 | 3 | -7 | 7 | 4 | -25
O=C(CNC(=O)c1ccccc1)NCc1nc2ccccc2[nH]1 | 0 | 5 | -8 | -6 | -16 | -4 | -22 | 5 | 13 | -6 | 11
O=C(COC(=O)CNC(=O)c1ccccc1F)Nc1ccc2[nH]c(=O)[nH]c2c1 | 11 | 18 | -4 | 19 | 10 | -4 | -22 | -1 | 8 | 13 | 5
Clc1ccc(CSc2nnc(/C=C/c3ccccc3)o2)c(Cl)c1 | 1 | 19 | 7 | -8 | 11 | -20 | 2 | 2 | 23 | 2 | 9
CCC(CO)n1c(SCc2cc(=O)oc3cc(C)ccc23)nc2ccccc2c1=O (configuration not stated) | 10 | 9 | 5 | -22 | -16 | 15 | 0 | 2 | -19 | 4 | 0
COC(=O)c1sccc1NC(=O)c1cc(-c2ccc(C)cc2)nc2ccccc12 | -4 | -13 | -1 | 3 | 18 | 98* | -4 | -28 | 7 | 30 | -13
COc1cc(C2=NOC(C(=O)NCc3ccc(F)cc3)C2)cc(OC)c1OC (configuration not stated) | 8 | 15 | 17 | 9 | -5 | 8 | -10 | -34 | -69 | 38 | 34
COCCNC(=S)N(CCc1c(C)[nH]c2ccc(C)cc12)Cc1ccco1 | -4 | 11 | 4 | 14 | -1 | -5 | -4 | -36 | -3 | 14 | 7
S=C(NCc1ccco1)Nc1ccc(Cl)cc1Cl | -56 | -47 | -7 | -30 | 6 | -1 | -42 | 2 | 4 | 6 | -46
O=C(CSc1nnc(Nc2ccccc2)s1)Nc1cccnc1Cl | 12 | 8 | 3 | -7 | -2 | -12 | 3 | -6 | -20 | 9 | -25
CCOC(=O)N1CCc2c(sc(NC(=O)C3=COCCO3)c2C(N)=O)C1 | -19 | -3 | -3 | 10 | 11 | -2 | -12 | 3 | 9 | -12 | -3
CC(C)(C)N(Cc1ccc2c(c1)OCO2)C(=O)/C=C\S(=O)c1ccccc1 (configuration not stated) | 46 | 69 | 19 | 23 | 22 | 88* | 34 | -19 | 11 | 43 | 28
O=c1cc(-c2ccccc2)nc2nc(-c3ccccc3)[nH]n12 | -16 | -21 | -44 | -22 | 9 | -2 | -39 | -5 | -38 | -1 | -4
O=C(COc1coc(CN2CCN(c3ccccc3F)CC2)cc1=O)NCC1CCCO1 (configuration not stated) | -6 | -18 | 2 | 5 | 7 | -8 | 7 | 1 | -20 | 11 | -6
O=[N+]([O-])c1ccc(Cl)c(/C=N/NC(=S)Nc2ccccc2)c1 | -11 | 1 | -5 | -31 | -1 | 8 | 1 | 0 | 0 | -33 | 17
Cc1nc2ccc(NC(=O)c3sccc3C)cc2s1 | -98 | -176 | -13 | -44 | 20 | -11 | -77 | 11 | -21 | -23 | /
CCOC(=O)CN1C(=O)NC(C)(c2ccc(OC(F)F)cc2)C1=O (configuration not stated) | 4 | -6 | -2 | -29 | -10 | -12 | -3 | 11 | 4 | -10 | 3

In the list so far, these contain an NH in an aromatic ring:
SMILES | NCOA3 inh | NR5A2 inv ag | EBV LMP1 NFkB | NCOA2 inhibitor | TRAIL sens C8 | TWEAK Fn14 block | SRC1 inh | KKLEB tox | NR2F2 inh | CF NFkB block | TROY NFkB inh
COc1cc(-c2nc(-c3ccccc3)c(-c3ccc(F)cc3)[nH]2)cc2c1OCO2 | 6 | 11 | 7 | 16 | -4 | -3 | -4 | -11 | -7 | -3 | -7
O=C(CNC(=O)c1ccccc1)NCc1nc2ccccc2[nH]1 | 0 | 5 | -8 | -6 | -16 | -4 | -22 | 5 | 13 | -6 | 11
O=C(COC(=O)CNC(=O)c1ccccc1F)Nc1ccc2[nH]c(=O)[nH]c2c1 | 11 | 18 | -4 | 19 | 10 | -4 | -22 | -1 | 8 | 13 | 5
COCCNC(=S)N(CCc1c(C)[nH]c2ccc(C)cc12)Cc1ccco1 | -4 | 11 | 4 | 14 | -1 | -5 | -4 | -36 | -3 | 14 | 7
O=c1cc(-c2ccccc2)nc2nc(-c3ccccc3)[nH]n12 | -16 | -21 | -44 | -22 | 9 | -2 | -39 | -5 | -38 | -1 | -4

High-throughput results as filed in PubChem BioAssay.
